Vif-A3F inh – blocks the Vif interaction with APOBEC3F; HeLa A3F-eYFP + Vif (tagged APOBEC3F with the HIV-1 protein that degrades it), YFP fluorescence increase; Potency, µM (highest dose often 46.1 µM), without a hit: top-dose activity, negative = active; actives 0.2% (n = 390,000); also: potency is read from the fitted curve at half-maximal effect; % of control where 0% means no effect; nearly all actives have a fitted effect of over 65% in size
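HeLa cells stably expressing Vif plus C-terminally eYFP-tagged A3F were seeded, incubated overnight at 37 deg C, dosed with compound, incubated overnight again at 37 deg C. Yellow fluorescence (Ex 488/Em 500-530) reported blocked Vif-mediated A3F-eYFP degradation.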
Vif-APOBEC3G blk – inhibitors of Vif-APOBEC3G interaction | Q9HC16 | HeLa A3G-eYFP + Vif (tagged APOBEC3G with the HIV-1 protein that degrades it), YFP fluorescence, overnight | Potency, µM (titrated, usually from 46.1 µM), for inactives: at the top dose activity, negative = active, usual class: inhibitors | actives 0.076% (n = 410,000) | AID 602310;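 also: potency is read from the fitted curve at half-maximal effect; % is scaled to controls: 0 for no effect and ±100 for the full control effect; nearly all actives have a fitted effect of over 60% in size; hits raise eYFP signal because A3G escapes Vif-driven loss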
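Read-out is eYFP fluorescence (Ex 488/Em 500-530) from Vif-expressing HeLa A3G-eYFP cells; more signal means A3G escaped Vif-mediated degradation. Cells plated overnight, compound pinned in, incubated overnight at 37 deg C.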
USP1 inh – blocks the human USP1/UAF1 deubiquitinase complex | O94782 | recombinant USP1/UAF1, Ub-Rhodamine cleavage fluorescence | Potency, µM (titrated, usually from 57.1 µM), without a hit: at the top dose activity change, negative = inhibition, hits mostly inhibitors | actives 0.23% (n = 390,000) | AID 743255; also: potency is read from the fitted curve at half-maximal effect; % is scaled to controls: 0 for no effect and ±100 for the full control effect; nearly all actives have a fitted effect of over 60% in size; inactives centre near -12
Target sequence (O94782 whole entry, looked up): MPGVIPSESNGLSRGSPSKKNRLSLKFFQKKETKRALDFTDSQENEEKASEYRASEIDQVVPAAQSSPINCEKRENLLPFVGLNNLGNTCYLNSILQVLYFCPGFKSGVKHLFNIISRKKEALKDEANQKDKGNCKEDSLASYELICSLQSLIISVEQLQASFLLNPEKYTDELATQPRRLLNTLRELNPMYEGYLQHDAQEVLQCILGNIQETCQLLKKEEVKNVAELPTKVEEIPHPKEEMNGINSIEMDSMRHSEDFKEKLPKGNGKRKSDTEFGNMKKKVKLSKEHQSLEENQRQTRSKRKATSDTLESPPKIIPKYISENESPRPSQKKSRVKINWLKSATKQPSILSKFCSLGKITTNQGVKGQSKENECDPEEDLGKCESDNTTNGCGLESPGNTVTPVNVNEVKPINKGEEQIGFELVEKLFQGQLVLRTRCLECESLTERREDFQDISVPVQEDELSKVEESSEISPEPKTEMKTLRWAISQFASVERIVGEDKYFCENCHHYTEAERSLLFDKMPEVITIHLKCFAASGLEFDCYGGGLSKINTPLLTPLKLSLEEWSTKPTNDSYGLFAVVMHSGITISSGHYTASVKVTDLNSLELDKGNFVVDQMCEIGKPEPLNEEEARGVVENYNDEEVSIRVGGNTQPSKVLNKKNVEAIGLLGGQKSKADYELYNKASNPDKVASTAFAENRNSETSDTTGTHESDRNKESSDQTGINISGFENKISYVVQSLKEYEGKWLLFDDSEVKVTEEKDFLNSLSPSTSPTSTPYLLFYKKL
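1 nM enzyme complex + cpd, 15 min RT; start with Ub-Rho 150nM final; kinetic fluorescence ex 480/em 540, 6 reads q60 s. Buffer 50mM HEPES pH 7.8, 0.5mM EDTA, 0.1 mg/ml BSA, 1mM TCEP, 0.01% Tween-20.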
RGS4 inh – inhibitors of human regulator of G protein signaling 4; actives 0.039% (n = 390,000); P49798; Transcreener GDP fluorescence polarization, RGS4-accelerated GTP hydrolysis; AID 504845; Potency, µM (doses to about 114 µM), without a hit: at the top dose activity change, negative = inhibition, actives largely listed as inhibitors; also: potency is read from the fitted curve at half-maximal effect; % is scaled to controls: 0 for no effect and ±100 for the full control effect; nearly all actives have a fitted effect of over 75% in size; some results filed as inactive show a strong effect at the top dose
Target sequence (P49798 whole entry, looked up): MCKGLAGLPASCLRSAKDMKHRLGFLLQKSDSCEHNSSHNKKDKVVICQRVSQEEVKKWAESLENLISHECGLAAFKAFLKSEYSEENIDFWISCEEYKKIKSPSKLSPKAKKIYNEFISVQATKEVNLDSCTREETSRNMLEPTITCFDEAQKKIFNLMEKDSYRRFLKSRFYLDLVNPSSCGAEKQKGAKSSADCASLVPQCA
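MLSMR compounds (23 nl, pin-transferred) preincubated 10 min at room temperature with a 500nM (2x) first reagent, then RGS4 at 900nM (2x) plus Transcreener GDP mix added; fluorescence polarization (620/688 nm) read before and after 90 min at 30 °C.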
rTrxR1 inhibitor – blocks rat thioredoxin reductase 1; recombinant rTrxR1, NADPH fluorescence consumption, selenite substrate; Potency, µM (doses to about 114 µM), for the others: at the top dose activity change, negative = inhibition, actives largely listed as inhibitors; actives 1% (n = 390,000); O89049; also: potency is read from the fitted curve at half-maximal effect; % is scaled to controls: 0 for no effect and ±100 for the full control effect; nearly all actives have a fitted effect of over 65% in size
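Rat TrxR1 (90 nM in the dispensed reagent) was pre-reduced with 400 uM NADPH for 5 min at room temperature, then incubated with compound for 15 min. After 400 uM selenite was added, NADPH fluorescence (Ex 340/Em 450 nm) was followed for 8 min.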
IDH1 R132H inh – inhibitors of human mutant IDH1 R132H; IDH1-R132H enzyme, NADPH consumption, diaphorase/resazurin fluorescence; AID 602179; Potency, µM (series often up to 76.6 µM), for inactives: at the highest dose activity change, negative = inhibition, actives largely listed as inhibitors; actives 0.093% (n = 390,000); also: potency is read from the fitted curve at half-maximal effect; % is scaled to controls: 0 for no effect and ±100 for the full control effect; nearly all actives have a fitted effect of over 65% in size
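IDH1-R132H (0.5 ug/mL) preincubated 30 min with compound, then NADPH (0.016 mM) and alpha-KG (2 mM) added; 80 min at RT, pH 7.5. Remaining NADPH coupled via diaphorase/resazurin to fluorescence (540/590 nm); concentration-response curves normalized to no-enzyme control.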
TrxR1 substrate – rat thioredoxin reductase 1 substrate activity. O89049. purified TrxR1 substrate turnover, NADPH consumption readout. Potency, µM (series often up to 114 µM), for inactives: top-dose activity change, negative = substrate turnover. actives 0.01% (n = 390,000); also: potency is read from the fitted curve at half-maximal effect; % is scaled to controls: 0 for no effect and ±100 for the full control effect; nearly all actives have a fitted effect of over 50% in size
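Rat TrxR1, dispensed at 90 nM, was prereduced with 400 uM NADPH (final) for 5 min at ~22 deg C, then incubated with compound 15 min before 400 uM selenite. A first-read NADPH fluorescence drop versus no-compound background flagged substrates.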
LDHA inh – blocks human lactate dehydrogenase A | P00338 | purified LDHA, NADH/diaphorase-resazurin fluorescence; active compounds read low | activity change, % (values are at about 110 or 230 µM) | actives 0.15% (n = 480,000); in the data active = activity change below about -30%; inconclusive = mostly about -25% to -30%;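 also: plate controls were DMSO wells for no effect and wells without enzyme for full effect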
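Remaining NADH was detected by diaphorase (0.133 mg/mL) converting 37 µM resazurin to fluorescent resorufin, read at 0 and 20 minutes. The preceding 5-minute room-temperature reaction used 2 nM LDHA, 0.2 mM sodium pyruvate and 0.06 mM NADH at pH 7.4.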
GRP78 ERSR act – induces the endoplasmic reticulum stress response in human glioma cells; Potency, µM, for the others: at the highest dose activation, actives largely listed as activators; AID 602332; actives 0.02% (n = 420,000); U87-MG GRP78 promoter luciferase reporter, 16 h; also: potency is read from the fitted curve at half-maximal effect; series mostly up to about 76 µM; % of control where 0% means no effect; nearly all actives have a fitted effect of over 35% in size
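Stably transfected U87-MG glioma cells carrying a GRP78-based luciferase sensor; 16 h compound incubation. Luminescence end-point read 10 min after Bright-Glo addition at room temperature.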
Starred values were filed as active, the others as inactive; u = inconclusive; x = no result given; & = joins results of further samples; [ ] = another dose, or the depositor's remark. Unless noted, calls follow the shape of the dose curve; as a rule, active = well fitted curve in the direction sought with a large enough effect; inconclusive = small, poorly fitted or top-dose-only effect, or another doubt; inactive = no such curve, though single readings can be large; an effect the other way counts as inactive or inconclusive.

SMILES	Vif-A3F inh	Vif-APOBEC3G blk	USP1 inh	RGS4 inh	rTrxR1 inhibitor	IDH1 R132H inh	TrxR1 substrate	LDHA inh	GRP78 ERSR act
COc1ccc(N2CC(NC(=O)/C=C\c3ccccc3)CC2=O)cc1OC (stereo not given)	-3%	-10%	u	13%	11%[57.1 µM]	3%	5%[57.1 µM]	-7	-3%
O=C(c1cccc(N2CCCC2=O)c1)N1CCN(c2ccccc2)CC1	-4%	-1%	0%	-8%	-1%	6%	3%	-3	-2%
Cc1ccc(CSc2nc3ccccc3cc2C=O)cc1	-2%	u	-19%	-27%	8%[57.1 µM]	1%	8%[57.1 µM]	-4	-6%
O=[N+]([O-])c1c(NCc2ccco2)ccc2nonc12	7%	0%	u	-15%	9%[57.1 µM]	9%	6%[57.1 µM]	-4	-1%
COc1ccc(C(c2nnnn2CC2CCCO2)N2CCN(c3ccc(F)cc3)CC2)cc1 (stereo not given)	-7%	2%	-13%	-25%[11.4 µM]	8%[57.1 µM]	1%	4%[57.1 µM]	0	-7%
CC(C)C(=O)NC1CC(=O)N(c2ccc3c(c2)OCCO3)C1 (stereo not given)	-2%	7%	-20%	-29%	14%[57.1 µM]	16%	10%[57.1 µM]	4	-3%
Cc1cc(NC(=O)CCC2COc3ccccc3O2)no1 (stereo not given)	0%	-3%	-3%	-21%[11.4 µM]	12%[57.1 µM]	0%	9%[57.1 µM]	-8	-3%
CCCCNc1nnc(CCn2nc(C)c(Br)c2C)s1	-8%	0%	4%	18%	7%	1%	-6%	-8	-2%
O=S(=O)(Nc1ccc2c(c1)OCCO2)c1cccs1	-8%	-6%	-7%	3%	11%	1%	-5%	-5	-6%
O=C(NCc1ccccc1CN1CCCC1)C1CCN(C(=O)c2ccc(F)cc2)CC1	-6%	3%	-9%	1%	11%	0%	5%	-7	-3%
CCCCC(=O)NC1(C(F)(F)F)C(=O)N(Cc2ccco2)C(C)=C1C(=O)OC (stereo not given)	5%	-2%	-14%	-23%	-7%[57.1 µM]	1%	5%[57.1 µM]	-5	-7%
CC(C)(C)OC(=O)NCCCC[C@H](NC(=O)c1[nH]cnc1C(=O)N[C@@H](Cc1ccccc1)C(=O)OCc1ccccc1)C(=O)OC(C)(C)C	5%	0%	-29%	13%	49%[activator]	-5%	6%	-1	u
O=C1N(CN2CCC3(CC2)OCCO3)c2ccccc2C12OCCCO2	-5%	1%	-8%	6%	-22%	7%	3%	1	-5%
Cc1ccc(CN2C(=O)N/C(=C/c3cc(C)n(-c4ccccn4)c3C)C2=O)cc1	-11%	0%	-17%	-1%	-15%	3%	2%	-5	0%
NNC(=O)c1sc2cc(C(F)(F)F)cnc2c1-c1cccnc1	u	-4%	0%	u	13%[11.4 µM]	2%	10%[57.1 µM]	0	-3%
Cc1cc(N/N=C/c2ccc(O)cc2)c2cccc(C)c2n1	-2%	9%	-4%	-10%	-12%	12%	-7%	4	6%
O=C(COCc1cc(-c2ccc3c(c2)OCO3)on1)N1CCN(c2ccc(F)cc2)CC1	1%	-1%	-13%	11%	8%	1%	8%	-6	-3%
CCc1ccc(-c2cc(C)no2)cc1S(=O)(=O)NCc1ccc(OC)c(OC)c1	19%	4%	-32%	19%	22%	0%	4%	-3	-2%
COc1ccc(OCCSc2ncccn2)cc1	0%	-1%	-15%	21%	28%	7%	4%	-4	4%
COc1ccccc1N(C)S(=O)(=O)c1ccc(C(=O)OCC(=O)Nc2ccccc2F)cc1	-27%	3%	-25%	9%	20%	8%	-3%	-3	0%
Cn1ncc(Br)c1C(=O)NC(=S)N1CCN(c2ccccn2)CC1	u	-2%	-10%	-15%	-20%	4%	-5%	1	-2%
COc1ccccc1C(c1nnnn1C(C)(C)C)N1CCCCCC1 (stereo not given)	-11%	1%	-15%	-17%	u	-5%	-3%	1	-5%
Oc1cccc(-c2nc3ncccn3c2Nc2cccc(C(F)(F)F)c2)c1	-3%	-15%	-25%	0%	13%	-7%	89%[activator]	-4	-2%
Cc1cc2c3c([nH]c2cc1S(=O)(=O)N1CCC2(CC1)OCCO2)CC(C)(C)CC3=O	13%	0%	-1%	-1%	21%	4%	55%[activator]	-7	-6%
O=C(CN1CCN(c2ccccn2)CC1)Nc1ccc(Cl)c(C(F)(F)F)c1	0%	0%	-13%	0%	6%[57.1 µM]	1%	-18%	-4	0%
COc1ccc(C)cc1NC(=O)C(OC(=O)CNC(=O)c1ccc(Oc2ccccc2)cc1)c1ccccc1 (stereo not given)	1%	-2%	-26%	-8%	24%	-2%	0%	-4	0%
NS(=O)(=O)c1ccc(N/C=C\C(=O)c2ccc(F)cc2)cc1	6%	0%	-23%	6%	11%[57.1 µM]	5%	7%[57.1 µM]	-9	7%
CCC(=O)Nc1nnc2n1CCS2	3%	4%	-16%	13%	17%[57.1 µM]	-14%	-1%[57.1 µM]	-5	-4%
Cc1noc(C)c1CSc1ncnc2sc(C)c(C)c12	-2%	2%	-10%	-29%	2%	1%	-3%	-3	-3%
N=c1n(CCN2CCCCC2)c2ccccc2n1CC(=O)c1cccc([N+](=O)[O-])c1	-9%	3%	-25%	8%	21%	-2%	3%	-4	-11%
CCN(CC)C(=O)Cc1c(OC)ccc2cc(Br)ccc12	-22%	2%	u	-14%	-6%	7%	-5%	1	-1%
Cc1sc2c(c1C)c(=O)n(Cc1ccccc1)c(=O)n2CC(=O)N(C)c1ccccc1	x	x	2%	8%	20%	x	-2%	-5	x
O=C(N/N=C/c1sc(N2CCOCC2)nc1-c1ccccc1)c1cccc(S(=O)(=O)N2CCCC2)c1	-3%	-3%	u	-11%	18%[57.1 µM]	1%	-4%	5	-7%
CCOc1ccc(CNCCN2CCCC2)cc1	0%	5%	-9%	-8%	11%	6%	-2%	-15	-4%
O=C(/C(=C/O)N=Nc1ccccc1Cl)c1ccccc1	-5%	-11%	-19%	3%	18%[57.1 µM]	4%	3%[57.1 µM]	-3	1%
O=C1CCCC2=C1C(c1ccco1)Nc1ccc3ccccc3c12 (stereo not given)	u	-13%	1%	u	40µM*	10%	27%	16&-3	-4%
Cc1ccc(S(=O)(=O)N2CCC(C(=O)Nc3nnc(-c4ccco4)s3)CC2)cc1	-6%	1%	-7%	-15%	u	-1%	6%[11.4 µM]	-9	-1%
CC(C)(C)NC(=O)CSc1nnc(-c2ccccn2)n1Cc1ccccc1	7%	0%	-4%	2%	4%	-5%	-1%	-8	-2%
COC(=O)c1cc(S(=O)(=O)N2CCN(c3cccc(C)c3)C(C)C2)c[nH]1 (stereo not given)	2%&8%	0%&0%	-22%&-21%	-11%&-7%	-4%	0%&0%	-7%	-1&1	-6%&-3%
COc1ccccc1OCCSc1nc2ccccc2n1CCO	7%	-1%	-26%	2%	18%	15%	11%	-14	4%
O=C(NCCn1c(-c2ccncc2)nc2ccccc21)[C@H]1CCCN1c1nc(CN2CCCCC2)cs1	0%	-1%	-26%	-1%	14%[57.1 µM]	11%	-6%[57.1 µM]	5	-3%
CC(NC(=S)Nc1ccc(Cl)cc1Cl)C(c1cccs1)N1CCCC1 (stereo not given)	u	0%	-1%	-23%	-9%	6%	-4%	-8	-8%
Cc1ccc(SCC(=O)Nc2nccs2)cc1	-11%	-1%	-11%	20%	14%[57.1 µM]	5%	8%[57.1 µM]	-6	4%
CN(Cc1nc(-c2cccnc2)no1)S(=O)(=O)c1ccc2ccccc2c1	-5%	0%	-4%	11%	34%	7%	9%	1	-3%
O=C(Nc1ccc2c(c1)OCCO2)N1CCN(Cc2ccccc2)CC1	4%	2%	-17%	-6%	17%[57.1 µM]	2%	-4%[57.1 µM]	1	2%
CC(C)CNC(=S)N(CCCO)Cc1cc2cc3c(cc2[nH]c1=O)OCO3	-14%	1%	-18%	-7%	1%[57.1 µM]	4%	49%	1	-2%
COc1ccc(NC(=O)c2ccc(COc3ccccc3Br)o2)cc1OC	-1%	-14%	-6%	1%	-20%	1%	-7%	3	0%
COC(=O)[C@H]1C[C@H](OC(=O)NCC2CCCCC2)[C@@]2(O)CN(S(=O)(=O)c3ccc(C)cc3)CC2[C@H]1C(=O)OC (stereo not given in full)	-8%	-1%	u	x	x	4%	x	-4	13%
COc1ccc(CNC(=O)c2cc(=O)c3cc(C)cc(C)c3o2)cc1	-1%	-1%	-20%	11%	12%	-11%	3%	-5	-3%
O=C1N2CN(C(c3ccccc3)c3ccccc3)CN=C2SC1(CO)CO	1%	0%	-17%	3%[56.9 µM]	5%	4%	3%	-14	-8%
Cc1ccc(CNC(=O)C2CCC(=O)N2C2CCCCC2)cc1 (stereo not given)	-8%	2%	-4%	-1%	6%	-2%	1%	-7	-3%

Some of the compounds tested; rates above refer to the full screens.
